Screening data from PubChem BioAssay.
Tau FP inhib: qHTS for Inhibitors of Tau Fibril Formation, Fluorescence Polarization | K18 P301L tau heparin fibrillization, Alexa594 FP, 6 h | Potency, µM (series often up to 57.7 µM), for inactives: top-dose activity, negative = inhibition, actives largely listed as inhibitors | 0.39% of 280,000 active | AID 1468, 2008; also: % is scaled to controls: 0 for no effect and ±100 for the full control effect; nearly all actives have a fitted effect of over 55% in size
Target sequence (P10636 561-689 P618L limits assumed): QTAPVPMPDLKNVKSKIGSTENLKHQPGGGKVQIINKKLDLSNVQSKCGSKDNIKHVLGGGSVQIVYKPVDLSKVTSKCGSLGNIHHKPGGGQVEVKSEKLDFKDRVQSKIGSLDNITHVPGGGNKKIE
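Heparin (20 uM) drove fibril formation of recombinant tau K18 P301L, 15 uM unlabeled with 0.24 uM Alexa 594 label, for 6 hr at 37 C in 100 mM sodium acetate pH 7. Fluorescence polarization (555/632 nm) read 1 hr after 30 uM ThT.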
L3MBTL1 block: qHTS Assay for the Inhibitors of L3MBTL1. AlphaScreen L3MBTL1–H3K9me1 peptide binding. Potency, µM (doses to about 57.1 µM), without a hit: at the highest dose activity, negative = inhibition, hits mostly inhibitors. 0.66% of 230,000 active; also: % is scaled to controls: 0 for no effect and ±100 for the full control effect; nearly all actives have a fitted effect of over 60% in size
Target sequence (Q9Y468 whole entry, looked up): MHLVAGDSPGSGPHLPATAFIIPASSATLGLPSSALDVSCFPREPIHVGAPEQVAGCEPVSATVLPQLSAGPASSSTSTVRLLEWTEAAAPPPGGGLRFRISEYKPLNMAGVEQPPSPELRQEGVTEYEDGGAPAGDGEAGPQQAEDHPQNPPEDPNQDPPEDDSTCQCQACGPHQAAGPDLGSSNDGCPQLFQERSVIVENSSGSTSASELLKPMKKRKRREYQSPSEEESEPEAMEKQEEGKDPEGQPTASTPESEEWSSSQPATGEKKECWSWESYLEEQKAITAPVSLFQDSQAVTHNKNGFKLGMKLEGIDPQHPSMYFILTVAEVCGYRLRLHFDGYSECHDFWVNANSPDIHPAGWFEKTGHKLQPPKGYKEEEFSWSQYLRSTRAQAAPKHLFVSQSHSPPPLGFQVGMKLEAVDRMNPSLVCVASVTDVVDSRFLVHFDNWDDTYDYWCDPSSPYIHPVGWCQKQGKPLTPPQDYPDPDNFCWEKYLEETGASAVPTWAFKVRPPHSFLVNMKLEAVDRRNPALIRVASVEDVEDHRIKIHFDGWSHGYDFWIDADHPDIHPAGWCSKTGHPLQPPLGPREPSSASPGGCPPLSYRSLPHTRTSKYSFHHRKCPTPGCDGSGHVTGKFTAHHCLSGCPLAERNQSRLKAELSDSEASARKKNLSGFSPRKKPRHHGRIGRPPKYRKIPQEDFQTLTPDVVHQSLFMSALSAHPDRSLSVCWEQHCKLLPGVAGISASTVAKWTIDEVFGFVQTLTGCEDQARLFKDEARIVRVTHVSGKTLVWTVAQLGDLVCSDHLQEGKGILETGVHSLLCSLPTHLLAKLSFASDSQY
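L3MBTL1 (50 nM) pre-complexed 30 min with biotinylated H3(1-15)K9me1 peptide (75 nM), then compounds added for 30 min at room temperature; AlphaScreen streptavidin donor/nickel chelate acceptor beads (10 ug/mL final) read after 30 min dark incubation.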
Tau fluor counter: Counterscreen qHTS for Inhibitors of Tau Fibril Formation, Fluorescence Polarization | tau K18 P301L Alexa594 fluorescence, heparin fibrillization | Potency, µM (highest dose often 57.7 µM), for inactives: top-dose activity change, negative = decrease | 0.93% of 280,000 active | AID 1463, 2008; also: % is scaled to controls: 0 for no effect and ±100 for the full control effect; nearly all actives have a fitted effect of over 55% in size
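Human tau K18 P301L (15 uM unlabeled, 0.24 uM Alexa 594-labeled) in 100 mM sodium acetate pH 7 with 20 uM heparin, 6 hr at 37 C. ThT 30 uM added, 1 hr ambient; Alexa 594 FP and total fluorescence read at 555/632 nm.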
Tau fibril ThT: qHTS for Inhibitors of Tau Fibril Formation, Thioflavin T Binding; AID 1460, 2008; 2.1% of 270,000 active; Microtubule-associated protein tau (Homo sapiens), P10636; recombinant tau K18 P301L (four-repeat tau fragment), heparin-induced fibrillization, ThT fluorescence; Potency, µM (highest dose often 57.4 µM), inactives show at the highest dose activity, negative = inhibition, most hits filed as inhibitors; also: % is scaled to controls: 0 for no effect and ±100 for the full control effect; nearly all actives have a fitted effect of over 55% in size
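Heparin-induced (20 uM) aggregation of recombinant human K18 P301L tau, 15 uM unlabeled with 0.24 uM labeled, pH 7 acetate buffer, 6 hr at 37 C with compound. Fibrils quantified by 30 uM ThT fluorescence after 1 hr ambient incubation.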
TRb-SRC2 inh: qHTS for Inhibitors of the Interaction of Thyroid Hormone Receptor and Steroid Receptor Coregulator 2; Thyroid hormone receptor beta (Homo sapiens), P10828; TRbeta-SRC2 peptide binding, fluorescence polarization; receptor liganded with 1 µM T3; Potency, µM (series often up to 106 µM), inactives show at the highest dose activity change, negative = inhibition, hits mostly inhibitors; 0.065% of 280,000 active; AID 1469, 2008;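 also: plate controls were bound peptide for no effect and peptide without receptor for full effect; nearly all actives have a fitted effect of over 50% in size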
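Each compound concentration gave % activity, normalized to unbound and bound Texas Red SRC2 controls, from polarization read after 5 hr ambient incubation with T3-loaded human TRb LBD.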
TexasRed fluor: Total Fluorescence Counterscreen for Inhibitors of the Interaction of Thyroid Hormone Receptor and Steroid Receptor Coregulator 2; AID 1479, 2009; TRb/SRC2 Texas Red total fluorescence interference; 0.29% of 280,000 active; Potency, µM (highest dose often 106 µM), inactives show at the top dose fluorescence change, negative = quenching; active = well fitted curve in either direction with a large enough effect; inconclusive = small, poorly fitted or top-dose-only effect; also: % is scaled to controls: 0 for no effect and ±100 for the full control effect
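Human TRβ ligand-binding domain (0.6 uM) and Texas Red SRC2 peptide (20 nM) in Tris buffer with 1 uM T3 and 5% DMSO were incubated with pinned compound for 5 hr at ambient temperature. Total fluorescence was computed as S + 2P (555/632 nm).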
HTT cytoprotect: qHTS Multiplex Assay to Identify Dual Action Probes in a Cell Model of Huntington: Cytoprotection (ATP); PC12 HTT-Q103 induced, cytoprotection, ATP luminescence, 40 h; 0.14% of 230,000 active; Potency, µM (highest dose often 56.4 µM), for inactives: cytoprotection (ATP increase), actives largely listed as activators; AID 1471, 2008;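 also: % of control where 0% means no effect; nearly all actives have a fitted effect of over 45% in size; toxic huntingtin expression switched on by the ecdysone agonist tebufenozide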
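ATP quantification (ATPlite) reports survival of PC12 cells in which tebufenozide, 100 nM final, switches on Htt exon 1 with 103 glutamines linked to GFP; compounds are titrated.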
RECQ1 helicase: qHTS Assay for Inhibitors of RecQ-Like Dna Helicase 1 (RECQ1) | ATP-dependent DNA helicase Q1 (Homo sapiens), P46063 | RECQ1 DNA unwinding, red fluorescence kinetic read | Potency, µM (doses to about 57.3 µM), without a hit: at the top dose activity, negative = inhibition, hits mostly inhibitors | 0.54% of 240,000 active | AID 2549, 2010;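 also: plate controls were vehicle for no effect and no enzyme for full effect; nearly all actives have a fitted effect of over 30% in size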
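RECQ1T1 50 nM; forked duplex (20 bp + 30-nt ss tails) 200 nM, ATP 2 mM final; pH 8.0, 2 mM MgCl2, 2.5 ug/ml poly(dI-dC); 15 min compound preincubation; discontinuous kinetic read over 2 h at RT.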
Active calls of the source: *; i = inactive; u = inconclusive; x = no result given; & = joins results of further samples; [ ] = remark or other dose. Unless noted, calls follow the shape of the dose curve; as a rule, active = well fitted curve in the direction sought with a large enough effect; inconclusive = small, poorly fitted or top-dose-only effect, or another doubt; inactive = no such curve, though single readings can be large; an effect the other way counts as inactive or inconclusive. Potency is read from the fitted curve at half-maximal effect.

structure	TRb-SRC2 inh	HTT cytoprotect	Tau FP inhib	L3MBTL1 block	Tau fluor counter	Tau fibril ThT	TexasRed fluor	RECQ1 helicase
CCCCn1c(=O)c(CCC(=O)OCC(=O)NCc2ccc(OC)c(OC)c2)nc2ccccc21	2.9%	-11.4%[10 µM]	-2.4%	-2.5%	-5.0%	-6.2%	-2.6%	-8.8%
CCCCNC(=O)C1CC(c2c(Cl)cccc2Cl)=NO1 (configuration not stated)	-7.1%	-4.6%	1.5%	5.4%	-9.0%	-9.7%	-4.1%	-4.0%
CCn1cc(C(=O)NCc2ccccc2)c(=O)c2cc(S(=O)(=O)N3CCCCC3)ccc21	-6.6%	x	-0.3%	x	-17.9%	-9.6%	0.3%	x
COC(=O)c1cccc(NS(=O)(=O)c2cccs2)c1C	-11.8%	-0.6%	2.1%	x	0.2%	0.2%	-2.1%	-3.0%
COc1cccc(CC(NC(C)=O)C(=O)NC2CCN(c3nc(C)cc(C)c3C#N)CC2)c1OC (configuration not stated)	3.8%	14.8%	3.3%	-3.8%[11.4 µM]	-6.2%	-16.2%	-0.8%	i
O=C(O)c1cccc(N2C(=O)Nc3ccccc3N2O)c1	8.5%	13.9%[10 µM]	1.5%	11.3%	-3.3%	-1.8%	-3.4%	-9.5%
CCOC(=O)C1(C(=O)OCC)CC1c1ccccc1 (configuration not stated)	-2.6%	-1.7%[10 µM]	-1.0%	8.7%	-6.5%	-8.8%	-2.0%	3.0%
CCOc1ccc(N=Nc2c(=O)[nH]n3c(=O)c4c([nH]c23)CCCC4)cc1	2.6%	x	-6.1%	-3.0%	u	1.78µM*	-16.8%	7.4%
CCN(CC)C(=O)C1CCCN(Cc2ccccc2)C1 (configuration not stated)	8.3%	22.7%	-2.4%	x	-4.9%	-9.7%	-1.0%	-9.5%
COC(CNC(=O)c1ccc2c(c1)nc(C)n2-c1cccc(F)c1)OC	-8.0%	2.1%	-0.2%	x	-5.6%	-2.5%	-2.0%	-0.9%
COc1ccc(-c2nnc(SCc3ccc(C(=O)O)cc3)n2N)cc1	4.6%	13.4%[10 µM]	-1.8%	3.7%	4.5%	-6.0%	0.2%	-1.1%
CC1(C)Cn2c(nnc2-c2cccc(O)c2)S1	10.9%	2.5%	-2.5%	x	-5.5%	2.1%	1.1%	-13.1%
CCCCN(CCCC)c1cn[nH]c(=O)c1Cl	-9.3%	25.1%[10 µM]	4.8%	3.0%	0.4%	-4.8%	-2.5%	-3.8%
CC1=C(C(N)=O)C(c2ccc(C)cc2)n2nc(SCc3ccccc3)nc2N1 (configuration not stated)	2.4%	x	-11.8%	x	-5.7%	7.4%	-4.0%	x
CCC(=O)N1CCc2cc(S(=O)(=O)NC(C(=O)NCCc3ccc(C)cc3)C(C)C)ccc21 (configuration not stated)	-12.4%	x	-6.4%	x	-0.7%	6.2%	-0.1%	x
Cc1nc(NC2=NCN(CCCN3CCOCC3)CN2)nc2c(C)cccc12	-1.1%	-1.2%	0.2%	-3.8%[11.4 µM]	9.5%	1.1%	-3.4%	14.0%
O=C(Nc1ccc2cn[nH]c2c1)c1ccc(S(=O)(=O)N2CCOCC2)cc1	1.0%	-13.6%	-1.0%	-0.2%	-23.5%	-10.0%	-1.4%	i
O=[N+]([O-])c1ccc(SCc2c(F)cccc2Cl)nc1	9.1%	36.2%[10 µM]	-2.0%	-7.8%	-29.6%	u	-3.8%	3.1%
CCCCn1c(SC(C)C(N)=O)nc2cc(C(=O)OC)ccc2c1=O (configuration not stated)	7.0%	-13.6%	-3.3%	0.2%	0.4%	-3.8%	-0.3%	-1.9%
Cc1nc2c(ccc3nc(NC(=O)c4ccc(S(=O)(=O)N(C)C)cc4)sc32)s1	-0.4%	-7.4%	-17.3%	7.0%	-18.4%	-5.6%	8.2%	-9.7%
CO[C@H]1[C@H](O[C@H]2O[C@@H](C)[C@@H](O[C@@H]3C[C@](C)(O)[C@H](OC(=O)CC(C)C)[C@H](C)O3)[C@@H](N(C)C)[C@@H]2O)[C@@H](CC=O)C[C@@H](C)[C@@H](O)/C=C\C=C/C[C@@H](C)OC(=O)C[C@H]1OC(C)=O	-2.6%[53 µM]	u	x	x	x	x	1.1%[53 µM]	-0.9%[25.9 µM]
c1ccc(-c2[nH]ncc2CN2CCN(Cc3ccc4c(c3)OCO4)CC2)cc1	-0.1%	18.9%[10 µM]	-9.6%	-8.3%	-13.9%	-10.1%	1.7%	i
CCCCCNC(=O)C(C)Sc1ccc(Cl)cc1 (configuration not stated)	-19.2%	-21.7%	0.1%	x	-11.8%	-3.7%	-1.0%	i
Cc1nn(CC#N)c(=O)n1-c1ccccc1F	-2.6%	-2.5%[10 µM]	-3.5%	x	-8.8%	-4.0%	0.7%	-8.4%
COc1ccc(C(=O)CSc2nnc3ccccn23)cc1OC	11.2%	-32.1%[inhibitor]	-3.2%	x	-3.0%	-10.7%	0.4%	-5.1%

Entries of single compounds, quoted from the list:
`COC(=O)c1cccc(NS(=O)(=O)c2cccs2)c1C` as listed: TRb-SRC2 inh: -11.8%; HTT cytoprotect: -0.6%; Tau FP inhib: 2.1%; L3MBTL1 block: x; Tau fluor counter: 0.2%; Tau fibril ThT: 0.2%; TexasRed fluor: -2.1%; RECQ1 helicase: -3.0%
`Cc1nc(NC2=NCN(CCCN3CCOCC3)CN2)nc2c(C)cccc12` as listed: TRb-SRC2 inh: -1.1%; HTT cytoprotect: -1.2%; Tau FP inhib: 0.2%; L3MBTL1 block: -3.8%[11.4 µM]; Tau fluor counter: 9.5%; Tau fibril ThT: 1.1%; TexasRed fluor: -3.4%; RECQ1 helicase: 14.0%

(further entries)
structure	TRb-SRC2 inh	HTT cytoprotect	Tau FP inhib	L3MBTL1 block	Tau fluor counter	Tau fibril ThT	TexasRed fluor	RECQ1 helicase
C=CCNC(=O)c1onc(CSc2cccc(OCC)c2)c1C(=O)O	-10.6%	-8.4%	-3.5%	-1.8%	-2.6%	-4.9%	-4.8%	-0.4%
CCc1ccc(OCC(=O)Nc2ccc(CN3CCCCC3)cc2)cc1	3.3%	x	-0.2%	-7.4%	-3.8%	2.3%	0.5%	5.3%
COc1cc(C(=O)Nc2nc(-c3cc(C)ccc3C)c(C)s2)ccc1OCC(=O)Nc1ccc(F)cc1	-4.5%	26.2%[10 µM]	-14.3%	7.9%	-11.3%	-3.5%	0.7%	-1.7%
CCOC(=O)C1=C(C)NC(C)=C(C(=O)OC)[C@H]1c1cccc([N+](=O)[O-])c1	3.1%	-20.0%	3.0%	x	u	-16.0%	-0.5%	-12.2%
Cc1ccc2nc(-c3ccccc3)c(CN3CCN(c4ccccc4F)CC3)n2c1	4.3%	-75.1%[inhibitor]	2.0%	1.2%	-2.2%	-9.6%	-1.7%	-1.9%
CN1C(C)(C)CC(=NOC(=O)c2ccccc2)CC1(C)C	3.3%	-3.0%	-0.8%	-2.6%	-1.0%	-1.7%	1.9%	-12.0%
OC(COc1ccccc1)CN1CCCCCC1 (configuration not stated)	-2.2%	-7.7%	-1.0%	17.6%	-5.0%	-8.3%	-3.5%	-19.4%
COc1ccccc1N(C)S(=O)(=O)c1ccc(C(=O)NCC(C)C)cc1	9.6%	-1.7%	0.2%	x	-9.2%	-6.1%	-0.3%	-2.6%
Cc1cc(N2CCN(S(=O)(=O)Cc3ccccc3)CC2)n2ncnc2n1	-3.2%	-10.3%[10 µM]	0.9%	1.7%	-14.8%	-8.7%	-0.8%	-15.9%
CC(C)(C)OC(=O)C(Cc1ccc(OC(C)(C)C)cc1)NC(=O)CNC(=O)OCc1ccccc1 (configuration not stated)	-1.4%	-0.7%[10 µM]	9.2%	-1.5%	-16.7%	-16.0%	-6.3%	-16.9%
C=CCN1c2ccccc2[C@]23C[C@@H](C(=O)OC)N(S(=O)(=O)c4ccc(C#N)cc4)C2=NC(C(=O)OC)=C(C(=O)OC)[C@H]13	1.9%[11.2 µM]	-6.9%[10 µM]	0.3%[11.6 µM]	x	-3.8%[11.6 µM]	2.5%[11.5 µM]	0.0%[11.2 µM]	-15.1%[11.5 µM]
Cc1ccc(Cn2c(C(=O)NCc3ccccc3Cl)cc3sccc32)cc1	3.5%	x	-10.1%	x	-28.6%	-6.3%	-0.7%	x
CC(O)c1nc2ccccc2n1C1CCCCC1 (configuration not stated)	2.0%	16.2%[10 µM]	-3.0%	1.5%	-11.1%	-10.1%	-6.4%	9.3%
CCc1ccc(C(=O)N2CCN(c3ccc(F)cc3)CC2)s1	7.5%	7.2%[10 µM]	8.5%	-6.8%	-5.9%	-15.1%	-0.7%	-10.8%
COc1ccc(OCCN2C(=O)NC3(CCc4ccccc4C3)C2=O)cc1 (configuration not stated)	0.3%	15.8%[10 µM]	-0.3%	2.5%	-19.0%	-9.3%	1.4%	4.1%
Cc1cc(C)cc(N2C(=O)CC(c3ccc(C(F)(F)F)cc3)C3=C2COC3=O)c1 (configuration not stated)	4.2%	x	-8.0%	x	-10.7%	-1.6%	u	x
Nc1nc(NCC2CCC(CNS(=O)(=O)c3cccc4ccccc34)CC2)nc2ccccc12 (configuration not stated)	-9.3%&-0.1%	-89.1%[inhibitor]	u	x	u	-9.0%	-2.8%&2.8%	4.9%
COCCCNC(=O)Cc1ccccc1OC	-4.6%	-7.4%	4.3%	x	-6.4%	-4.1%	-4.1%	-9.9%

An excerpt; count on the stated rates, not on these rows.
